HSF1 inh: HSF1 inhibitors in luciferase reporter cells, primary screen, cell-based, NIH3T3, luminescence. NIH3T3-HGL HSE-luciferase, MG132-induced, luminescence 8 h; active compounds read low. AID 2098, 2009. activity change, negative = inhibition, % at 7.5 µM (by protocol). 0.77% of 300,000 active;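 active = more than half of replicate wells show activity change below -50%, luminescence cut by over half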;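 note: luciferase reports HSF-1 transcriptional activity via heat shock element; 0% = median of DMSO wells and -100% = zero luminescence signal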
HSP90 refold inh: HSP90 inhibitors, primary screen, cell lysate, luminescence | Rabbit reticulocyte lysate, luciferase refolding luminescence, 3 h | inhibition, % at 5.6 µM | 0.91% of 290,000 active | AID 1789, 2009;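 active = inhibition above the screen-wide mean plus 3 SD, computed separately per campaign, cut at about 16% in these data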;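 note: 0% = DMSO wells and 100% = 60 µM geldanamycin wells; inhibitors lower the luminescence because luciferase stays unfolded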
AI-2 QS modul: Vibrio harveyi AI-2 quorum sensing modulators, primary screen, JMH597 strain, luminescence/OD600 ratio. Vibrio harveyi JMH597 AI-2 luminescence/OD600 ratio, 9 h; active compounds read low; strain lacks LuxN and CqsS sensors; 0 = neutral-control median. activity change, % at 7.5 µM. 0.4% of 300,000 active. AID 2094, 2009; in the data active = activity change below about -75%, passing the limit was not always enough;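 note: luminescence divided by OD600 gain over 9 h not by final OD600 alone; inactives centre near 13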
aSyn UTR inh: MLPCN primary screen, SNCA 5' untranslated region | inhibition, % (tested at 7.5 µM) | 0.82% of 300,000 active | alpha-synuclein 5'UTR reporter, inhibitor activity; in the data active = inhibition above about 60%;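 note: H4 neuroglioblastoma cells stably carrying SNCA 5'UTR luciferase fusion; 0% = DMSO wells and 100% = positive control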
GSK3B inh: human GSK3beta kinase inhibitors, primary screen, biochemical, cell-free homogeneous, HTS; Glycogen synthase kinase-3 beta (Homo sapiens), P49841; GST-GSK3beta kinase, ADP-Glo luminescence, 60 min; active compounds read low; activity score (negative = inhibition), % at 10 µM; 0.038% of 300,000 active; AID 2097, 2009;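 active = more than half of replicate wells score below -50%, meaning over 50% inhibition versus plate controls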;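 note: 0% = median DMSO wells and -100% = median GW8510 positive control wells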
Target sequence (P49841 whole entry, looked up): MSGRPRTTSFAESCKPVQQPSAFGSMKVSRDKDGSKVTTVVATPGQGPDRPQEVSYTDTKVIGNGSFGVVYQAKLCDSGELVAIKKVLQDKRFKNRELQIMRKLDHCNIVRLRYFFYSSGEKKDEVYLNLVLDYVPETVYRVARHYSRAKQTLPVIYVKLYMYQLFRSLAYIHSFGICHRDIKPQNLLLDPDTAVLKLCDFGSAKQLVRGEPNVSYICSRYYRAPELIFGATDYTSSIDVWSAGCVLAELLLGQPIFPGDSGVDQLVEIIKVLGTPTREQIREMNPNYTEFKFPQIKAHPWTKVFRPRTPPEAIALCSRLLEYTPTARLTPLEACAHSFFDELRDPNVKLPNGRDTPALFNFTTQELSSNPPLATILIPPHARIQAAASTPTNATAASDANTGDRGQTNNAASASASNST
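Test system: GST-tagged human GSK3beta kinase, cell-free; evaluation: activity score scaled between in-plate DMSO and GW8510 controls; measured by: ADP-Glo luminescence; incubation: 60 min reaction, RT; benchmarks: DMSO and 20 µM GW8510; reagent: peptide substrate plus 25 µM ATP (final); medium: Tris/MgCl2 kinase buffer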
HIF act: HIF pathway transcriptional activators, primary screen, cell-based, U2OS HRE-luciferase, luminescence; U2OS HRE-luciferase reporter; normalized: DMSO 0%, desferrioxamine 100%; activation, % at 7.5 µM (by protocol); 0.32% of 300,000 active;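 active = mean activation of at least 10% of the iron chelator positive control signal, with at least half of replicates also reaching 10%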
IEC-6 tox: cytotoxicity in IEC-6 intestinal epithelial cells, primary screen, cytotoxicity control for KLF5 inhibitor project, cell-based, luminescence. IEC-6 cytotoxicity, luminescence viability. inhibition, % at 5 µM. 0.78% of 290,000 active. AID 1825, 2009; in the data active = inhibition above about 22%;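 note: 0% = plate median of test compound wells and 100% = cytotoxic reference compound wells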
KLF5 inhibitor: KLF5 expression inhibitors, primary screen, DLD-1 cells, luminescence | inhibition, % at 5 µM | DLD-1 KLF5 promoter-luciferase reporter | 0.23% of 290,000 active;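 active = inhibition above a per-plate limit of that plate's mean compound inhibition plus 3 SD, cut at about 60% in these data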;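 note: 0% = DMSO wells and 100% = LY294002 at 200 µM; higher means less KLF5 promoter-driven luciferase light; inactives centre near -14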
GSK3A inh: blockers of GSK3A enzyme activity – biochemical, luminescence, cell-free homogeneous, HTS, primary screen; Glycogen synthase kinase-3 alpha (Homo sapiens), P49840; inhibition, % at 10 µM; 0.1% of 320,000 active; GSK-3 alpha kinase, ADP-Glo luminescence, 60 min;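 in the data active = inhibition above about 50%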;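 note: GST-tagged GSK-3 alpha with peptide substrate and 25 µM ATP; 0% = DMSO neutral wells and 100% = GW8510 positive control wells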
Target sequence (P49840 whole entry, looked up): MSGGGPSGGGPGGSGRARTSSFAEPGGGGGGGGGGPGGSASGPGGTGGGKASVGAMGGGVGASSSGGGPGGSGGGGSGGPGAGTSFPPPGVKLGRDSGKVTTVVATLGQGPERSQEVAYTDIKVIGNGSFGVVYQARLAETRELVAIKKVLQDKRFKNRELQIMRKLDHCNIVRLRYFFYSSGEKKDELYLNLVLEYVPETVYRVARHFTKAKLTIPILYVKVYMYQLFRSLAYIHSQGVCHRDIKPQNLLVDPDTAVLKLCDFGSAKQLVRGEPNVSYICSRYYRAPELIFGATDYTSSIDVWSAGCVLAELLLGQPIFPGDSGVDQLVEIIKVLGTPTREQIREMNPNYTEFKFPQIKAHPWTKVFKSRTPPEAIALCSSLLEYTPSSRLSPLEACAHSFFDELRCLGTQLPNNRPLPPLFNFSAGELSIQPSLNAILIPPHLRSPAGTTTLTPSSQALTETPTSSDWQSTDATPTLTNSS
HSF1 activator: HSF-1 activators, primary screen, NIH3T3-HGL cells, MG132 stress, luminescence, single point; NIH3T3-HGL HSF-1 luciferase reporter, 8 h; 100% = twice DMSO control signal; AID 504408, 2011; activation, % at 9 µM; 1.7% of 300,000 active;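 active = mean replicate activation of at least 50% with a set share of replicates each reaching 50%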;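 note: 0% = median of the neutral control wells and 100% = twice that signal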
* hit, by the source's call; · = no result given.

SMILES | HSF1 inh | HSP90 refold inh | AI-2 QS modul | aSyn UTR inh | GSK3B inh | HIF act | IEC-6 tox | KLF5 inhibitor | GSK3A inh | HSF1 activator
Cc1cc2ncn(/N=C/c3cccnc3)c2cc1C | -15 | 2 | 5 | -26 | 2 | -1.0 | 1 | -38 | -2 | -25
CCOc1cc(N2CCOCC2)c(OCC)cc1NC(=O)COc1cccc2cccnc12 | -6 | 1 | 16 | 89* | 0 | 2.3 | 4 | -24 | -4 | -23
O=C(O)C(Oc1ccc2c(-c3ccccc3)cc(=O)oc2c1)c1ccccc1 (centres undefined) | 0 | 3 | 31 | -7 | 3 | 0.0 | 0 | 8 | -5 | 3
COc1ccc(C2c3c(ncn(CCN4CCOCC4)c3=N)Oc3ccc4ccccc4c32)cc1OC (centres undefined) | 44 | 2 | -2 | 27 | -1 | 1.1 | 10 | -18 | -5 | 43
CCn1cc(C(=S)N2CCC(C(N)=O)CC2)c2ccccc21 | -9 | 1 | 15 | 13 | 0 | 0.6 | 2 | -11 | 1 | 1
COC(=O)c1c(-c2ccsc2)oc2ccc(-c3cc(OC)c(OC)c(OC)c3)cc12 | 1 | · | 12 | 20 | -2 | -0.6 | · | · | -2 | 19
COc1ccc(-c2nc3ccccc3n2OCC(=O)O)cc1 | 26 | 2 | 9 | -4 | 1 | 2.0 | 9 | -90 | 0 | 32
Cc1ccc2c(c1)N(CC(=O)NCC1CCCO1)C(=O)C(C)O2 (centres undefined) | -31 | -10 | 20 | 4 | 2 | -0.1 | -5 | -43 | -3 | -40
Cc1ccc(C[n+]2cc(-c3ccc(Cl)cc3)n3c2CCC3)cc1 | · | 0 | 36 | · | 5 | · | 4 | 24 | 0 | ·
CC(=O)c1cc(-c2ccccc2)n(CCC(=O)NC2CCC(C)CC2)c1C (centres undefined) | 8 | -3 | 13 | 16 | 3 | -0.4 | 3 | -17 | 0 | 5
CC1(C)CC(=O)C(/C=N/n2c(C(F)(F)F)nc3ccccc3c2=O)=C(O)C1 | 18 | -2 | 12 | -3 | 1 | 0.2 | 0 | -24 | -5 | 41
COc1ccc(N2CCN(C(=O)C3CCN(C(=O)c4ccc([N+](=O)[O-])cc4)CC3)CC2)cc1 | 1 | -1 | 22 | 12 | 1 | 0.1 | 5 | -3 | -1 | 4
OC(CN1C2=NCCN2c2ccccc21)c1ccc2c(c1)OCO2 (centres undefined) | 6 | 0 | 3 | 22 | -1 | -0.4 | 8 | -12 | -3 | -12
CCC/C=C(\CCC)C(NC(=O)c1ccc(C(=O)OC)cc1)c1ccc(C(=O)OC)cc1 (centres undefined) | -5 | · | 49 | 8 | 1 | -0.2 | · | · | · | -2
CCN(CC)S(=O)(=O)c1cc(-c2nn(C)c(=O)c3ccccc23)ccc1C | -4 | 0 | 17 | 12 | 4 | 0.0 | -1 | -11 | 12 | 11
Cn1ncc([N+](=O)[O-])c1C(=O)Nc1ccccc1Cl | -73* | -3 | 13 | -9 | 0 | 0.5 | 1 | -20 | 0 | -77
Cc1ccc(S(=O)(=O)N2CCC(C(=O)NCCCn3ccnc3)CC2)cc1 | -5 | -1 | 16 | 1 | 3 | -0.1 | -1 | -40 | -4 | -2
O=C(CN1C(=O)S/C(=C\c2ccccc2F)C1=O)NC1CCS(=O)(=O)C1 (centres undefined) | -1 | 1 | 11 | -11 | 5 | -0.7 | -5 | -14 | -1 | 3
COCCCn1c(Cc2ccccc2)nnc1SCC(=O)N1CCCCC1 | 2 | 1 | 11 | 25 | 0 | -0.1 | -1 | -28 | 1 | 0
CCCc1cc(C(=O)Nc2cccc3ccccc23)n(C)n1 | 1 | 1 | 20 | 24 | -2 | -0.1 | 9 | -49 | 1 | 6
Cc1occc1-c1nnc(SCC(=O)NC(C)(C)C)n1C(C)c1ccccc1 (centres undefined) | 4 | 1 | 6 | 6 | 1 | -0.4 | 0 | -20 | 0 | -3
CCCn1c(=O)c(C(=O)Nc2cc(C)ccn2)c(O)c2ccccc21 | -1 | -2 | 6 | -35 | -1 | -3.0 | 7 | -15 | 0 | 4
COc1ccc(/C=C(/NC(=O)c2ccc(C)cc2)C(=O)N2CCCC2)cc1OC | -7 | -4 | 11 | 2 | -2 | -0.4 | -10 | -7 | -4 | -7
Nc1nc(N2CCN(c3ccccc3)CC2)n[nH]1 | -12 | -3 | 23 | -27 | 1 | 0.0 | -4 | 5 | -2 | -16

HSF1 inh, what is marked active above
smiles	HSF1 inh	HSP90 refold inh	AI-2 QS modul	aSyn UTR inh	GSK3B inh	KLF5 inhibitor	GSK3A inh	HSF1 activator
Cn1ncc([N+](=O)[O-])c1C(=O)Nc1ccccc1Cl	-73*	-3	13	-9	0	-20	0	-77

Remaining list, next part.
SMILES | HSF1 inh | HSP90 refold inh | AI-2 QS modul | aSyn UTR inh | GSK3B inh | HIF act | IEC-6 tox | KLF5 inhibitor | GSK3A inh | HSF1 activator
OCC[C@@H]1C[C@H](O)[C@@H](O)[C@]2(OCc3ccccc32)O1 | -4 | -3 | 10 | -8 | 0 | -1.7 | 5 | 7 | -1 | 0
CC12CCC(c3c(C(=O)O)nn(-c4ccccc4)c31)C2(C)C (centres undefined) | 0 | -2 | 10 | 2 | 5 | -0.5 | 4 | 9 | -1 | 2
COc1ccc(C(=O)NCCCc2nc3ccccc3n2Cc2cc(C)ccc2C)cc1OC | -1 | -6 | 22 | -11 | -4 | -0.1 | -3 | 4 | 0 | -12
CS(=O)(=O)N(CC(=O)N1CCc2ccccc2C1)Cc1ccc(F)cc1 | 14 | -5 | 8 | 17 | 3 | -1.5 | -12 | -16 | -2 | 12
CSc1ncccc1C(=O)OCn1nnc2ccccc2c1=O | -8 | -3 | 27 | 11 | -1 | -0.8 | -3 | 8 | -2 | 1
CC1=C(C)CC2C(=O)N(Cc3ccccc3)C(=O)C2C1 (centres undefined) | -2 | -5 | 12 | -2 | -2 | · | -2 | 6 | 1 | 22
COc1ccc(-n2c(Cc3cccn3C)nnc2SCC(=O)N2CCOCC2)cc1 | -5 | -6 | 0 | 2 | -5 | 0.1 | -1 | -16 | -4 | -6
COc1ccc(-c2nc(-c3ccc(Br)cc3)no2)c(OC)c1 | 16 | -8 | 11 | -105 | 3 | 1.2 | 8 | -107 | 0 | 24
COCc1n[nH]c(=S)n1-c1ccccc1 | -3 | 2 | 23 | 0 | 2 | 0.3 | 2 | -20 | -2 | 8
O=C(CSc1nnc(-c2ccncc2)o1)Oc1ccccc1 | -5 | 3 | 8 | 5 | 3 | -0.6 | -3 | 12 | 6 | -3
COC(=O)c1cn(NC(=O)CC2CCCCC2)c(=O)c2ccccc12 | -2 | 5 | 6 | -4 | 0 | 0.1 | 1 | 11 | -1 | 6
NC(=O)CCn1c(C(=O)c2cccc([N+](=O)[O-])c2)c2ccccc2[n+]1[O-] | 2 | -5 | 0 | -21 | 2 | 0.0 | -3 | -9 | 0 | -12
O=C(N/C(=C/C=C/c1ccccc1)C(=O)N1CCOCC1)c1ccccc1Cl | 0 | 3 | 15 | -35 | -3 | 0.4 | 1 | 5 | -3 | 2
CC1CCc2nc(NC(=O)c3ccco3)sc2C1 (centres undefined) | -21 | 54* | 10 | 88* | 0 | -3.8 | 3 | -9 | -1 | -27
CC1(C)Cc2ccccc2C(C(=O)c2ccccc2)=N1 | -4 | 1 | 8 | 24 | 1 | -0.2 | 2 | -17 | -2 | 1
O=C(Nc1ccc2c(c1)OCO2)c1ccc(Cl)c(S(=O)(=O)N2CCOCC2)c1 | 0 | 0 | 22 | -10 | -4 | 1.0 | 3 | -14 | 0 | -12
CCN(C(=O)c1cc2c(=O)n3cccc(C)c3nc2n1CCCOC)C1CCCCC1 | 1 | -3 | 16 | -2 | 2 | 0.2 | -8 | -1 | 0 | -8
C=CCN(CC=C)S(=O)(=O)c1ccc(NC(=S)NC(=O)Cc2ccc(OC)cc2)cc1 | -2 | 3 | 16 | 9 | 0 | -0.2 | -2 | -8 | -8 | 9
COc1ccc(NC(=O)CCn2ccnc2)c(OC)c1 | 0 | -4 | -2 | -9 | 0 | -0.2 | 7 | -13 | -3 | 19
CCOC(=O)N1CCN(C(=O)C(=O)Nc2sc3c(c2C#N)CC(C)(C)OC3)CC1 | -4 | -3 | 5 | -18 | -1 | 0.1 | 3 | -28 | -4 | 11
Cc1ccc(NC2OC(CO)C(O)C2O)cc1[N+](=O)[O-] (centres undefined) | 30 | 4 | 14 | -8 | 4 | 2.2 | 4 | -5 | · | 72*
CC(C)(C)NS(=O)(=O)c1ccc(NC(=O)Cc2ccccc2[N+](=O)[O-])cc1 | -8 | -3 | 26 | 2 | 0 | -0.2 | -2 | -29 | 0 | -1
CCSc1ncc(Cl)c(C(=O)Nc2ccccc2)n1 | · | 4 | 12 | 12 | -1 | · | 16 | -29 | · | ·
CSc1ccc(CN(C)C(=O)CN2C(=O)NC3(CCCC3)C2=O)cc1 | -4 | · | 23 | 11 | -1 | 0.2 | · | · | -5 | -5
O=C1CC(c2nc3ccccc3[nH]2)CN1c1cccc(C(F)(F)F)c1 (centres undefined) | -3 | 5 | 3 | 6 | 3 | 0.1 | 11 | 6 | -4 | 0
O=C(COc1ccccc1)NCC(c1ccco1)N1CCN(c2ccccc2)CC1 (centres undefined) | 2 | · | 1 | 1 | 1 | 0.1 | · | · | -1 | -1
CCOC(=O)C1CCN(C(=O)c2ccc(C)c(S(=O)(=O)N3CCCC3)c2)CC1 | 2 | 1 | 1 | -6 | 1 | 1.1 | 0 | -35 | 1 | -1
CCC(=O)N1CCN(c2ccccc2NC(=O)Cc2ccccc2)CC1 | -3 | 3 | 5 | 7 | 4 | -0.2 | 4 | -4 | -3 | 3
COc1ccc(Cc2nnc(NC(=O)Cc3cccs3)s2)cc1OC | -30 | -1 | 11 | -23 | 2 | -2.7 | -8 | 0 | 1 | -35
Cc1cc2[nH]c(=O)cc(-c3ccccc3)n2n1 | 2 | 3 | 13 | -61 | -2 | 0.0 | -5 | -48 | -1 | 16
NS(=O)(=O)c1cccc(NC(=O)CCSc2ccccc2Cl)c1 | 6 | -5 | 26 | -120 | -4 | 3.0 | -3 | -133 | -4 | 31
CCOc1ccc(C(=O)c2ccccc2C(=O)O)cc1OCC | -10 | -1 | 25 | 30 | 6 | 0.3 | 0 | -21 | 0 | 3

2 of the compounds above, with two lines to a compound.
Under each structure: HSF1 inh | HSP90 refold inh | AI-2 QS modul | aSyn UTR inh | GSK3B inh | HIF act | IEC-6 tox | KLF5 inhibitor | GSK3A inh | HSF1 activator
CCOC(=O)C1CCN(C(=O)c2ccc(C)c(S(=O)(=O)N3CCCC3)c2)CC1
  2 | 1 | 1 | -6 | 1 | 1.1 | 0 | -35 | 1 | -1
CCC(=O)N1CCN(c2ccccc2NC(=O)Cc2ccccc2)CC1
  -3 | 3 | 5 | 7 | 4 | -0.2 | 4 | -4 | -3 | 3

Source: PubChem BioAssay (several laboratories)
